High-throughput results: PubChem, National Center for Advancing Translational Sciences (NCATS)
CXXC DNA block: inhibitors of human MLL CXXC domain-DNA interaction; Q03164; MLL-CXXC / FITC-HOXA9 DNA fluorescence polarization; Potency, µM (titrated, usually from 115 µM), without a hit: at the top dose activity change, negative = inhibition, hits mostly inhibitors; 0.037% of 290,000 active; AID 2662; active = well fitted inhibition curve with a large enough effect in the polarisation, with a control signal flat, not every such curve was filed as active; inconclusive = small, poorly fitted or top-dose-only effect, or effect the other way, or a change in a side signal; inactive = no such curve, though single readings can be large or run the other way; the % refers to the polarisation; note: potency is the fitted concentration of half-maximal effect
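Steps: dispense CXXC domain solution (7 uM) → pin compounds or unlabeled HOX-A9 DNA control → 5 min ambient → add FLSN-HOX-A9 solution (50 nM) → spin → 30 min ambient → fluorescence polarization. Tris pH 7.5/NaCl/DTT/BSA buffer.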
TCR activator: activators of T cell receptors. primary human leukocytes, anti-CD3, IL-2 HTRF, 48 h. AID 504894. Potency, µM (top dose mostly 9.22 µM), for inactives: at the highest dose activation of IL-2 secretion, usual class: activators. 330,000 tested, under 10 active; note: % of control where 0% means no effect
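Primary human leukocytes were stimulated with a-CD3 beads plus compounds for 48 hr without co-stimulation; secreted IL-2 was quantified by HTRF using a-IL-2-K (europium cryptate) and a-IL-2-d2, excited at 320nm with acceptor emission read at 665nm.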
TRPV1 ag: human TRPV1 agonism; TRPV1-expressing cells, Fluo-8 calcium influx, agonist mode; activation, % at 8.33 µM; 0.19% of 320,000 active; AID 540275; in the data active = activation above about 80%; inconclusive = between about 30% and that limit; note: 0% is about no effect
Target sequence (Q8NER1 whole entry, looked up): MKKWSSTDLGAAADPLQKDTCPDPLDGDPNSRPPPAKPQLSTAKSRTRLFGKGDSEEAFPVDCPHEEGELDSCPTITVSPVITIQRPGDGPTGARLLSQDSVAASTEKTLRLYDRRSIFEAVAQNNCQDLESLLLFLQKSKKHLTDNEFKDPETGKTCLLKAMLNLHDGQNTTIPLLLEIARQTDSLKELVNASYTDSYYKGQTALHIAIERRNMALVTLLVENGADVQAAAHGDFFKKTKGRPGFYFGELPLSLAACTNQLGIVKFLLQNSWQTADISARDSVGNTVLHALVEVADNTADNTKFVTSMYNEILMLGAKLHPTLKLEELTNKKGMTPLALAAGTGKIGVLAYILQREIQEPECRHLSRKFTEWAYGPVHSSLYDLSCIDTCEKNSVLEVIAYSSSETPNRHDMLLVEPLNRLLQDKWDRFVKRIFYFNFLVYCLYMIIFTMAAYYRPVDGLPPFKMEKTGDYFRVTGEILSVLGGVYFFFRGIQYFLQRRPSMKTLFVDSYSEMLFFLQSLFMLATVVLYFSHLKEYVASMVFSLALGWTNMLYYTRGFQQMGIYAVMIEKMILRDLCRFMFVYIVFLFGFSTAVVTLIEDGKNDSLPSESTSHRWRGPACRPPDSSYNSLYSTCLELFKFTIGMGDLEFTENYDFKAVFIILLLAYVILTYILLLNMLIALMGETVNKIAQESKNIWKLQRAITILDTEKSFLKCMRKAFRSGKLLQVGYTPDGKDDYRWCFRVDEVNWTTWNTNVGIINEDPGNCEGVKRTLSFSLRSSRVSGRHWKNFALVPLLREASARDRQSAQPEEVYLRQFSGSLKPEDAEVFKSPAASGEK
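TRPV1-expressing cells were cultured overnight at 35.5C and loaded with Fluo-8 calcium dye for 40 to 90 min at room temperature. After a 10 s baseline, compound was added and calcium influx was read kinetically for 3 min (ex 480/em 520 nm).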
p53 reactivator: mutant p53 re-activation in reporter cells; H1299 p53-A138V BP100-luciferase reporter, luminescence, 24 h; Potency, µM (doses to about 92.2 µM), for the others: at the highest dose activity change, positive = activation, actives largely listed as activators; 0.063% of 320,000 active; note: potency is the fitted concentration of half-maximal effect; % of control where 0% means no effect; nearly all actives have a fitted effect of over 45% in size
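H1299 (p53-null), stable ts p53-A138V + BP100-Luc; 1000 cells/well, Opti-MEM/10% FBS; cpd 4 pt, 1:5; 24 h, 37 deg C, 5% CO2; detection reagent 10 min RT; luminescence.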
a7 integrin act: activators of alpha7 integrin expression for muscular dystrophy. alpha7betagal myoblasts, beta-gal FDG fluorescence, 48 h. Potency, µM (titrated, usually from 38.3 µM), for inactives: at the top dose activation, usual class: activators. 0.064% of 350,000 active;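 note: potency is the fitted concentration of half-maximal effect; 100% = response of the positive control SU9516; nearly all actives have a fitted effect of over 60% in size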
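alpha7betagal+/- myoblasts (passage 13, 250/well) treated 48 h at 37C with compounds at 1:260 dilution of DMSO stock. Lysed, then beta-galactosidase activity read as FDG fluorescence (ex 480/em 540) after 30 min, with pre-read for autofluorescence.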
B2AR arrestin: recruits beta-arrestin to the human beta2-adrenergic receptor. P07550. beta-arrestin recruitment to beta2AR, cell-based reporter. 0.02% of 330,000 active. AID 492947. Potency, µM (series often up to 46.1 µM), for the others: at the top dose activation, usual class: activators;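 note: potency is the fitted concentration of half-maximal effect; 0% = DMSO controls and full agonism = EC100 isoproterenol or metaproterenol; nearly all actives have a fitted effect of over 65% in size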
BRCA1 expr act: BRCA1 expression activation | 1.1% of 380,000 active | MCF7-BRCA1-FFLuc reporter, luminescence, 48 h; response scale: scaled: vehicle 0%, 10 µM genistein 100% | Potency, µM (top dose mostly 46.1 µM), for the others: at the top dose activation, most hits filed as activators; note: potency is the fitted concentration of half-maximal effect; nearly all actives have a fitted effect of over 80% in size; some results filed as inactive show a strong effect at the top dose
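Cells: MCF7-BRCA1-FFLuc, 2000/well. Exposure: 48 h, 37 °C, 5% CO2. Read: luminescence, 15 min post-substrate. Controls: genistein 10 microM (maximal activation), DMSO (neutral).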
AT treatment: potential ataxia-telangiectasia treatments restoring KAP-1 phosphorylation; […] A-T fibroblasts, KAP-1 phosphorylation AlphaLISA; neocarzinostatin DNA damage 30 min before lysis; Potency, µM (series often up to 57.5 µM), for the others: top-dose activation, usual class: activators; 0.19% of 320,000 active; AID 485349; note: potency is the fitted concentration of half-maximal effect; % of control where 0% means no effect; nearly all actives have a fitted effect of over 45% in size
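hTERT-immortalized A-T patient fibroblasts ([…]), 500 cells/well in OPTI-MEM, 1% FBS, got compounds for 60 min, then NCS for 30 min at 37C. Lysates were then assayed for phospho-KAP-1 by AlphaLISA (anti-pKAP1 donor, anti-KAP1 acceptor beads), 6 hr at 25C.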
ELG1 DNA repair: blocks ELG1-dependent DNA repair in HEK293T cells | HEK293T ELG1-luciferase reporter, luminescence, 16 h; DNA damage induced by 5-fluorouridine | Potency, µM (highest dose often 46.1 µM), for the others: at the top dose activity change, negative = inhibition, hits mostly inhibitors | 2.3% of 330,000 active; note: potency is the fitted concentration of half-maximal effect; % is set by controls: 0 for no effect and ±100 for the full control effect; nearly all actives have a fitted effect of over 55% in size
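5-Fluorouridine DNA damage + compound/DMSO, 2,000 cells/well, 16 h, 37 °C/5% CO2. ONE-Glo, 30 min RT, luminescence. Readout = decrease in reporter signal.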
PTAP TSG101 blk: blocks PTAP/TSG101 interaction to inhibit HIV-1 budding | 340,000 tested, under 10 active | Q99816 | Potency, µM (doses to about 115 µM), for the others: at the top dose activity change, negative = inhibition, actives largely listed as inhibitors | Fluorescence polarization, FITC-PTAP peptide / Tsg101 binding; active = well fitted inhibition curve with a large enough effect in the main read-out, with a control signal flat, not every such curve was filed as active; inconclusive = small, poorly fitted or top-dose-only effect, or effect the other way, or a change in a side signal; inactive = no such curve, though single readings can be large or run the other way; note: potency is the fitted concentration of half-maximal effect; % of control where 0% means no effect
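Compounds were pin-transferred onto Tsg101 binding domain (10 uM final) in HEPES pH 7.5 buffer, then FITC-PTAP peptide was added at 50 nM final. After 20 min at RT, polarization reported peptide displacement across a qHTS concentration series.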
The depositor's hits bear a star; ? = inconclusive; . = no result given; & = joins results of further samples; [ ] = dose if it differs, or a comment. Unless noted, calls come from the whole dose curve; as a rule, active = well fitted curve in the direction sought with a large enough effect; inconclusive = small, poorly fitted or top-dose-only effect, or another doubt; inactive = no such curve, though single readings can be large; an effect the other way counts as inactive or inconclusive. An excerpt; the hit share may differ from the screen's.

SMILES	CXXC DNA block	TCR activator	TRPV1 ag	p53 reactivator	a7 integrin act	B2AR arrestin	BRCA1 expr act	AT treatment	ELG1 DNA repair	PTAP TSG101 blk
CN1CCN(c2ccc(NC(=O)C(C)(C)C)cc2)CC1	3%	5%	-4	12%	12%	0.2%	57%	13%	?	-3%
CN1C(=O)C(=Cc2ccccc2OS(=O)(=O)c2ccccc2)C(=O)N(C)C1=O	-20%	-1%	8	2%	27%	-0.6%	4%	2%	?	-8%
CC1=CC(=O)C2=C(C)C[C@H](O)[C@@H]3[C@H](OC(=O)[C@H]3C)[C@@H]12	.	-5%	-1	-3%	.	-0.2%	30%	9%	10%	1%
CCOC(=O)c1sc(/N=C/c2c(O)n(-c3ccccc3)c(=O)[nH]c2=O)c(C#N)c1C	-11%	-4%	3	-1%	-33%	-0.2%	0%	2%	?	-1%
O=C(CN1CCCC1)Nc1ccc(Cl)cc1C(=O)c1ccccc1	-15%	-5%	24	9%	-1%	0.0%	0%	9%	-14%	1%
CN1CCC(N(C)Cc2cccnc2)CC1	6%	3%	-2	3%	15%	-0.2%	-6%	-3%	9%	-1%
COc1ccc(N=C(C)c2c(O)n(C)c(=O)n(C)c2=O)c(OC)c1	-1%	0%	-5	3%	-5%	-0.2%	3%	5%	?	-1%
CCC(C)N1Cc2ccccc2C1=N (stereo unspecified)	6%	.	2	4%	-8%	-1.0%	1%	-1%	-3%	-4%
O=P(C(c1ccc2c(c1)OCO2)N1CCOCC1)(N1CCOCC1)N1CCOCC1 (stereo unspecified)	-3%	-1%	0	-6%	23%	0.3%	1%	-2%	15%	-1%
Cc1ccc(S(=O)(=O)NN)c(C)c1N1CCCC1=O	0%	-7%	-8	-1%	?	-0.6%	1%	1%	23%	-3%
CCN1CCN(S(=O)(=O)c2ccc(Cl)c(C(=O)Nc3ccc(C(=O)N(CC)CC)cc3)c2)CC1	5%	-2%	-4	-11%	-30%	-0.4%	-9%	10%	?	-2%
CCOP(=O)(OCC)C(NC(=O)CC(C)C)C(Cl)(Cl)Cl (stereo unspecified)	6%	-1%	2	-1%	60%	0.3%	-2%	-1%	-8%	-2%
CNCC(O)c1ccc(O)cc1 (stereo unspecified)	5%&10%	2%	2	1%	.	0.1%	6%	-2%	7%	0%
Nc1ccc2ccccc2c1	.	-4%	.	.	-10%	.	24%	.	.	-2%
O=C1CN=C(c2ccccc2)c2oc3ccc(Br)cc3c2N1	6%	1%	1	9%	0%	-0.1%	-64%	3%	-19%	-2%
COc1ccc(-n2c(/C=C/c3ccc(O)c(OC)c3)nc3ccccc3c2=O)cc1	-5%	.	-9	-1%	-4%	0.4%	.	-5%	?	1%
CC(C)(C)C(O)C(Oc1ccc(Cl)cc1)n1cncn1 (stereo unspecified)	-3%	-8%	5	1%	.	0.3%	5%	-5%	-1%	-1%
Cc1cccc(NC(=O)Cn2cc(C(=O)C3CC3)c3ccccc32)c1C	-5%	0%	-4	7%	-59%[inhibitor]	-1.2%	-6%	2%	-4%	-2%
Cc1nc2c(c(=O)[nH]1)C(c1ccccc1Cl)c1c(c3ccccc3oc1=O)O2 (stereo unspecified)	-23%	5%	1	-3%	1%	-0.5%	2%	7%	-9%	-1%
C[C@H]1O[C@@H](O[C@H]2[C@@H](O)C[C@H](O[C@H]3[C@@H](O)C[C@H](O[C@H]4CC[C@@]5(C)[C@H](CC[C@@H]6[C@@H]5CC[C@]5(C)[C@@H](C7=CC(=O)OC7)CC[C@]65O)C4)O[C@@H]3C)O[C@@H]2C)C[C@H](O)[C@@H]1O	3%	-10%	2	2%	.	-0.4%	.	17%	0.15µM*	-4%
Cc1cccc(N2C(=O)NC(=O)/C(=C\c3cc(C)n(-c4sc5c(c4C#N)CCCC5)c3C)C2=O)c1C	18%	1%[46.1 µM]	-2	19%	-13%	0.3%	-19%	15%	?	0%
CCn1c(=O)n(CC(=O)N2CCC3(CC2)OCCO3)c(=O)c2ccccc21	-2%	-4%	-2	19%	7%	0.2%	-15%	0%	3%	-3%
CCOC(=O)c1ccc(N2C(=O)CC(N3CCC(C#N)(c4ccccc4)CC3)C2=O)cc1 (stereo unspecified)	5%	-1%	.	14%	24%	-0.3%	-3%	18%	-6%	-5%
Cc1nn(Cc2ccccc2Cl)c(C)c1C(=O)OCC(=O)NC1CCCC(C)C1C (stereo unspecified)	12%	9%[46.1 µM]	-2	-4%	13%	-0.5%	-23%	2%	?	0%
CSCc1nnc2n1-c1ccc(Cl)cc1C(c1ccccc1)=NC2	5%	1%[46.1 µM]	0	-5%	15%	6.2%	-25%	3%	?	0%

Next part, overlapping the part above by two compounds.
SMILES	CXXC DNA block	TCR activator	TRPV1 ag	p53 reactivator	a7 integrin act	B2AR arrestin	BRCA1 expr act	AT treatment	ELG1 DNA repair	PTAP TSG101 blk
Cc1nn(Cc2ccccc2Cl)c(C)c1C(=O)OCC(=O)NC1CCCC(C)C1C (stereo unspecified)	12%	9%[46.1 µM]	-2	-4%	13%	-0.5%	-23%	2%	?	0%
CSCc1nnc2n1-c1ccc(Cl)cc1C(c1ccccc1)=NC2	5%	1%[46.1 µM]	0	-5%	15%	6.2%	-25%	3%	?	0%
CCN1c2nc3c(C)cccn3c(=O)c2CC2(C(=O)N(C)C(=O)N(C)C2=O)C1C (stereo unspecified)	1%	.	-3	-6%	11%	-0.4%	-2%	9%	-1%	-3%
O=C(CN1CCCC1=O)NCCc1ccccc1	1%	7%	-1	2%	3%	-0.3%	35%	3%	11%	-10%
Cc1cc(/C=C2/C(=O)NC(=O)N(c3ccccc3)C2=O)c(C)n1-c1ccc(F)cc1	.	-15%	.	.	10%	.	-2%	.	.	-2%
CN(C(=O)Oc1ccc(Cl)c2cccnc12)c1ccccc1	-4%	5%[46.1 µM]	14	-1%	1%	-0.7%	.	3%	-2%	0%
CC1(O)CCC2C3CCC4=CC(=O)CCC4=C3C=CC21C (stereo unspecified)	.	-5%	.	.	-25%	.	-44%	.	.	-2%
CCC(=O)N1N=C(c2c(O)n(C)c(=O)n(C)c2=O)CC1c1ccccc1 (stereo unspecified)	-10%	9%	2	6%	19%	-0.7%	-63%	?	?	-2%
COc1ccc(COC(=O)CCNC(=O)c2ccc(Cl)cc2)cc1	.	6%	25	3%	-11%	0.0%	3%	-3%	?	1%
CC(c1nc2ccccc2c(=O)[nH]1)N(C)CCOc1ccc(Cl)cc1 (stereo unspecified)	0%	1%	6	-4%	?	-0.1%	-5%	-19%	?	0%
O=P(NC1CCCCC1)(Oc1ccccc1)Oc1ccccc1	.	-4%	.	.	-2%	.	-23%	.	.	-5%
COc1cccc(C2(O)CCN(Cc3ccncc3)CC2)c1	-20%	-10%	3	-3%	-7%	-0.4%	0%	11%	13%	3%
Cc1ccc(S(=O)(=O)NC(Cc2cnc[nH]2)C(=O)O)cc1 (stereo unspecified)	3%	1%[46.1 µM]	1	3%	-1%	-1.6%	-28%	-8%	-2%	-1%
O=C(Oc1ccc2ccc(OC(=O)N3CCCCCC3)cc2c1)N1CCCCCC1	5%	2%[46.1 µM]	20	27%	-38%[inhibitor]	0.0%	-50%	1%	?	2%
O=c1c2ccc(Cl)cc2[nH]c(=S)n1-c1cccnc1	14%	.	-3	2%	20%	0.0%	4%	-4%	2%	-1%
CCCCn1c(=O)c(C(=O)NCc2ccccc2Cl)c(O)c2ccccc21	1%	-1%	1	14%	10%	-0.4%	-11%	6%	-26%	-2%
CC(=NCCCn1ccnc1)c1c(O)n(-c2ccccc2)c(=O)[nH]c1=O	-8%	-2%	0	1%	19%	-1.0%	-17%	-11%	0%	1%
C[N+]1(C)CCc2cc3c(cc2[C@H]1[C@@H]1OC(=O)c2c1ccc1c2OCO1)OCO3	-7%&0%	3%&1%	-1&-3	2%	.	-1.0%&-0.4%	6%&-1%	-17%	4%	0%&0%
Cc1[nH]c2ccc(OC(F)(F)F)cc2c1CCNCc1ccc(Cl)cc1	22%	-2%	11	-8%	-59%[inhibitor]	0.2%	-89%	11%	-7%	-3%
CC(C)[C@H]1C(=O)N2CCC[C@H]2[C@]2(O)O[C@](NC(=O)[C@@H]3C=C4c5cccc6[nH]cc(c56)C[C@H]4N(C)C3)(C(C)C)C(=O)N12	?	-13%	-1	-5%	.	-2.2%	-3%	-16%	-6%	-22%
CCN(CC)CCN1Cc2ccccc2C1=N	8%	-4%[46.1 µM]	-2	2%	3%	-2.0%	-4%	2%	1%	-11%
C/C(=N\Nc1ccccc1)c1c(O)n(C)c(=O)n(C)c1=O	15%	2%[46.1 µM]	-2	-6%	16%	-0.4%	-16%	0%	-1%	0%
CC(C)OCC(O)CN1CC2C[C@@H](C1)Cn1c2cccc1=O (stereo partly specified)	0%	0%	5	3%	3%	-0.2%	10%	-5%	18%	0%
